Screening data deposited in PubChem by Sanford-Burnham Center for Chemical Genomics.
GRIN3A LBD mod – binders of NR3A ligand-binding domain, primary screen, biophysical, differential scanning fluorimetry, uHTS | Glutamate receptor ionotropic, NMDA 3A (GRIN3A) ligand-binding domain | NR3A LBD differential scanning fluorimetry, Tm shift; 0% = protein alone, 100% = glycine-bound protein | Tm shift relative to glycine control, % at 25 µM | 340,000 tested, 2.5% active | AID 1259313, 2017;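 active = melting temperature shift of at least 10% of the positive control shift, at one fixed dose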
SENP8 inh – human SENP8 protease inhibitors, primary screen, biochemical, fluorescence, Nedd8 protein substrate, uHTS; inhibition, % at 20 µM; recombinant SENP8; Sentrin-specific protease 8 (Homo sapiens), Q96LD8; 360,000 tested, 0.64% active; AID 602440, 2012; in the data active = inhibition mostly above about 40%, no sharp cut-off; inactive = mostly below about 27%
Target sequence (Q96LD8 whole entry, looked up): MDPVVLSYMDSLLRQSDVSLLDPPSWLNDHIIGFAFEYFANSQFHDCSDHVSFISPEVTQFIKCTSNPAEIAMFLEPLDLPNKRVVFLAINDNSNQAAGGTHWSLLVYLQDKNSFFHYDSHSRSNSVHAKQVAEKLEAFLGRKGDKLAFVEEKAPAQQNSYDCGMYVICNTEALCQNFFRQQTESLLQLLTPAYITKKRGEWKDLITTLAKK
HKDC1 inhibitor – HKDC1 hexokinase inhibitors, primary screen, biochemical, fluorescence, uHTS; Q2TB90; recombinant HKDC1, G6PDH/diaphorase resazurin coupled fluorescence; inhibition, % at 20 µM; 340,000 tested, 0.16% active;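 active = inhibition above about 35% when tested at 20 µM, limit read from the data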;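 also: plate controls were DMSO wells with enzyme for no effect and DMSO wells lacking enzyme for full effect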
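Assay system: in-house recombinant HK5 (HKDC1) enzyme. Input: HKDC1 at 5 µg/mL. Medium: Tris pH 8.0 buffer with MgCl2, Tween-20, BSA, BME. Dosing: single 20 µM dose. Schedule: 90 min reaction incubation at room temperature, dark. Signal: resazurin-to-resorufin fluorescence via G6PDH and diaphorase coupling, 525/613 nm. Controls: DMSO-enzyme wells negative, buffer-substituted wells positive.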
PfGluPho inh – PfG6PD enzyme inhibitors, primary screen, biochemical, fluorescence intensity, uHTS; glucose-6-phosphate dehydrogenase-6-phosphogluconolactonase (Plasmodium falciparum 3D7); PfGluPho enzyme, NADPH resazurin-diaphorase fluorescence; inhibition, % at 20 µM; 350,000 tested, 0.78% active; AID 504690, 2011;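 active = inhibition reaching at least a set limit at 20 µM in the primary screen, cut at about 59% in these data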;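 also: 0% = DMSO wells with substrate and 100% = DMSO wells lacking glucose-6-phosphate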
ATG4B inhibitor – ATG4B protease inhibitors, primary screen, biochemical, fluorescence, uHTS | Cysteine protease ATG4B (Homo sapiens), Q9Y4P1 | ATG4B cleavage of LC3-PLA2, NBD-HPC fluorescence, 1 h | inhibition, % at 8.33 µM | 340,000 tested, 0.51% active; in the data active = inhibition above about 40%
MPTP inh – mitochondrial permeability transition pore inhibitors, primary screen, biochemical, isolated mouse mitochondria, absorbance | 360,000 tested, 1.4% active | Ca2+ swelling absorbance, 30 min | inhibition, % at 10 µM;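 active = inhibition of 50% or more, scaled per plate between neutral and stimulator controls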;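 also: 0% = DMSO wells given calcium and 100% = 1 mM EGTA wells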
SENP6 block – SENP6 protease inhibitors, primary screen, biochemical, luminescence, uHTS. Recombinant SENP6 catalytic domain, aminoluciferin luminescence. inhibition, % at 10 µM. 330,000 tested, 1.8% active. AID 2599, 2010;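 active = inhibition above about 50% at the single tested dose, limit read from the data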;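 also: plate controls were DMSO wells with enzyme for no effect and DMSO wells lacking enzyme for full effect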
Target sequence (Q9GZR1 628-1112 limits assumed): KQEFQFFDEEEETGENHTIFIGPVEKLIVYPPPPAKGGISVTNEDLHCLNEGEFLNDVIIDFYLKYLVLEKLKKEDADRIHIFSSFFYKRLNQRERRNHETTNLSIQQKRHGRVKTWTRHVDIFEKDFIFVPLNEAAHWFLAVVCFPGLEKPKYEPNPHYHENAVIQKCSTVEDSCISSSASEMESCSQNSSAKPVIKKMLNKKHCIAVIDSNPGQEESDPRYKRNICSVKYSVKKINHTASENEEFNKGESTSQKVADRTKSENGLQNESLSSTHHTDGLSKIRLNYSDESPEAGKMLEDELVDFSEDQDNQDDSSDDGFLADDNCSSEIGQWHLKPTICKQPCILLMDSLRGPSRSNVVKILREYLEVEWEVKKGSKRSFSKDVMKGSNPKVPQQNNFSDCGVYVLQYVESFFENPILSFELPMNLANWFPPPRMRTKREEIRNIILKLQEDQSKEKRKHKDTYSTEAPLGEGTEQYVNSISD
SENP7 block – SENP7 protease inhibitors, primary screen, biochemical, luminescence, uHTS; AID 434973, 2010; Sentrin-specific protease 7 (Homo sapiens), Q9BQF6; 330,000 tested, 1.5% active; inhibition, % at 5 µM; recombinant SENP7, Z-RLRGG-aminoluciferin luminescence, 40 min;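 active = inhibition above about 50% at the single test dose, limit read from the data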;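 also: plate controls were DMSO with enzyme for no effect and no enzyme buffer wells for full effect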
Target sequence (Q9BQF6 706-1050 limits assumed): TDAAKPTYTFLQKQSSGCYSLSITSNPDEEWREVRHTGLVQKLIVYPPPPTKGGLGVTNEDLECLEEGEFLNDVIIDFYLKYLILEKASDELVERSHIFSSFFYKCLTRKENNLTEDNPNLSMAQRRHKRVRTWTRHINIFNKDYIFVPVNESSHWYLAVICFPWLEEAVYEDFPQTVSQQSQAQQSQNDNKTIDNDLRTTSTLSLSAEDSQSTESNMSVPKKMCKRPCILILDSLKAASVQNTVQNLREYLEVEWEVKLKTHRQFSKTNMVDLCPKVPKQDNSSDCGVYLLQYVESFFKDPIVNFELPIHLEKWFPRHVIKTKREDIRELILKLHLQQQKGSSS
* hit, by the source's call; . = not tested or not shown.

SMILES	GRIN3A LBD mod	SENP8 inh	HKDC1 inhibitor	PfGluPho inh	ATG4B inhibitor	MPTP inh	SENP6 block	SENP7 block
OCCCc1nc2ccccc2n1CCc1ccccc1	0	15	-10	4	-7	-1.2	-6	-3
CCOc1cc(C(=O)NCC(=O)N2CCC3(CC2)NCCc2[nH]cnc23)cc(OCC)c1OCC	2	6	-3	-4	-6	0.2	3	1
CC(=O)N1CCN(c2ccc(NC(=O)c3ccco3)cc2)CC1	-4	9	-4	-2	-3	-1.2	-13	3
O=C(Nc1cccc(C(=O)O)c1)/C(=C/c1ccc2c(c1)OCO2)NC(=O)c1cccc(Br)c1	-3	-3	-3	-39	-5	-0.1	-4	-1
Cc1ccc(C2NC(=S)NC3=C2C(=O)CCC3)cc1 (stereo unspecified)	0	15	-4	2	-4	-0.4	-10	-5
CCNC(=O)c1sc(-c2ccccc2)nc1C	2	4	-3	0	3	2.3	-1	-9
COc1cccc(C(=O)Nc2sc(C(C)C)cc2C(N)=O)c1OC	-9	-430	-3	98*	-18	2.6	-7	8
Cc1ccc(C)c(-n2cc(-c3ccc(Cl)cc3)nc2SCC(=O)NC2CCS(=O)(=O)C2)c1 (stereo unspecified)	-4	15	-9	15	-17	1.4	11	6
CC1=C(C(=O)OCC2CCCCC2)C(c2ccc(O)cc2)NC(=O)N1 (stereo unspecified)	-2	13	0	-5	-8	0.6	-15	-5
CC(=O)N1CCN(C(=S)NCc2ccccc2)CC1	0	7	-5	4	-9	-0.3	8	5
O=C1N(Cc2cccnc2)C[C@@H]2C[C@@H](c3ccc4nsnc4c3)N3CCC[C@@]123	3	-2	1	6	3	1.1	-3	-10
Cc1ccc(S(=O)(=O)NC(=O)c2ccccc2F)cc1	-1	16	-5	-3	2	0.4	-10	-3
Cc1[nH]nc2c1C(c1ccc(N(C)C)cc1)C1=C(CC(C)(C)CC1=O)N2 (stereo unspecified)	0	-66	-2	17	-6	-0.5	14	-3
O=C(CCNC(=O)c1ccco1)Nc1nc(-c2ccccc2)cs1	0	2	-8	9	-20	-0.2	10	8
COc1ccc2[nH]c3c(c2c1)CCN1C(=O)C(CC(=O)NCCN2CCOCC2)C[C@H](C(=O)N(C(C)C)C(C)C)[C@@]31C (stereo partly specified)	2	11	-7	3	3	-1.0	.	1
Cc1ccc(OCCC(=O)OCC(=O)c2c(N)n(CC(C)C)c(=O)n(C)c2=O)cc1	-2	6	0	7	-52	-1.8	-11	-5
CCc1nc(SCc2cccnc2)[nH]c(=O)c1C	2	3	0	17	-8	1.4	4	2
CC(=O)Nc1ccc(OCC(=O)N(CC(C)C)C2CCS(=O)(=O)C2)cc1 (stereo unspecified)	1	6	-1	9	4	-3.6	-22	2
COc1ccc(CN2CC(C(=O)NCCCOC(C)C)CC2=O)cc1 (stereo unspecified)	-3	28	-12	19	-13	-1.7	3	3
CCc1nc(-c2ccc(C)nc2OC)no1	6	24	-9	-13	-8	1.2	-14	2

For reference, part of the list above:
SMILES	GRIN3A LBD mod	SENP8 inh	HKDC1 inhibitor	PfGluPho inh	ATG4B inhibitor	MPTP inh	SENP6 block	SENP7 block
Cc1ccc(OCCC(=O)OCC(=O)c2c(N)n(CC(C)C)c(=O)n(C)c2=O)cc1	-2	6	0	7	-52	-1.8	-11	-5
CCc1nc(SCc2cccnc2)[nH]c(=O)c1C	2	3	0	17	-8	1.4	4	2
CC(=O)Nc1ccc(OCC(=O)N(CC(C)C)C2CCS(=O)(=O)C2)cc1 (stereo unspecified)	1	6	-1	9	4	-3.6	-22	2
COc1ccc(CN2CC(C(=O)NCCCOC(C)C)CC2=O)cc1 (stereo unspecified)	-3	28	-12	19	-13	-1.7	3	3
CCc1nc(-c2ccc(C)nc2OC)no1	6	24	-9	-13	-8	1.2	-14	2

(listing goes on)
SMILES	GRIN3A LBD mod	SENP8 inh	HKDC1 inhibitor	PfGluPho inh	ATG4B inhibitor	MPTP inh	SENP6 block	SENP7 block
Nc1cc(-c2ccco2)no1	-1	-4	6	9	10	1.5	10	2
COc1ccc(NC(=O)Nc2cc(C)ccn2)cc1	-8	24	-4	9	-6	1.6	.	.
COc1ccc(N(C(=O)Cn2nnc(-c3ccc(Cl)cc3)n2)C(C(=O)NCC2CCCO2)c2ccncc2)cc1 (stereo unspecified)	3	7	-5	4	-22	-2.3	3	9
CC1CCN(c2c(NCC3CCC(C(=O)NCc4ccc(F)cc4)CC3)c(=O)c2=O)CC1 (stereo unspecified)	0	27	-4	-6	-6	0.1	-17	-6
Cc1ccc(NC(=O)CN2CCN(C(=O)c3ccco3)CC2)cc1	0	8	1	-12	-8	-1.1	-4	1
CCN(CC)C(=O)CSc1nc(O)c(Cc2ccccc2)c(=O)n1-c1ccccc1	2	10	0	-5	-1	-1.5	10	6
Nc1c(NC=O)c(=O)n(Cc2ccccc2)c(=O)n1Cc1ccccc1	7	7	-2	7	-13	-0.5	-15	-9
Cc1nc(SCC(=O)N2CCN(c3ccccc3)CC2)n[nH]1	0	5	-4	-3	4	-0.4	7	-2
O=c1c(C/C=C/c2ccccc2)c(O)ccn1CCc1c[nH]c2ccccc12	10	9	-4	-1	3	-1.4	-6	5
CC(=O)Nc1cc2c(ccc3ccccc32)oc1=O	1	-397	13	-12	-3	-1.4	-18	-5
N#Cc1cnn2ccc(-c3ccc4c(c3)CCC4)nc12	0	-420	-1	8	-2	-0.8	-17	-10
CCOC(=O)C1=C(C)N=c2s/c(=C/c3ccc(OCC(=O)O)cc3)c(=O)n2C1c1ccc(F)cc1 (stereo unspecified)	0	-21	2	-26	21	-0.1	-5	-4
N#Cc1ccc(Cn2c(-c3ccc(F)cc3)noc2=O)cc1	-2	24	-6	-2	-1	0.1	-12	0
CC(=O)c1cccc(NC(=O)c2ccc(OCc3c(C)noc3C)cc2)c1	2	13	4	-4	-8	-0.1	-15	-9
CCc1nn(C(C)C(=O)NCCN2CCCCCC2)c(=O)c2cc3occc3n12 (stereo unspecified)	-2	7	-1	-16	3	-1.1	11	3
CCOCC(=O)NCc1ccc2c(c1)cc(C)n2C	9	-54	6	4	-8	1.7	4	-4
COc1ccccc1CN1CC(C(=O)NCCn2nc(C)cc2C)CCC1=O (stereo unspecified)	1	8	0	-6	2	1.5	5	8
CC(=O)Nc1ccc(Oc2ccc3c(c2)C(=O)NC3=O)cc1	0	11	-4	-7	1	-0.6	-1	11
CCNC(=S)N1CCCC(C(N)=O)C1 (stereo unspecified)	1	10	-8	-2	-4	0.0	-28	-4
O=C(NCc1cc(C(F)(F)F)cc(C(F)(F)F)c1)C1CC(c2ccc(C(F)(F)F)cc2)=NO1 (stereo unspecified)	1	2	2	21	-17	8.0	-8	-7
Cc1ccc(CN(C(=O)C(F)(F)F)C(C(=O)NC2CCCCC2)c2ccco2)cc1 (stereo unspecified)	0	25	4	5	-2	0.9	-13	3
Cn1c(NC(=O)/C=C/c2ccco2)cc(=O)n(C)c1=O	0	-10	-5	1	-1	-0.4	-1	7
COCCN(C(=O)COC(=O)CCc1c[nH]c2ccccc12)c1c(N)n(Cc2ccccc2)c(=O)[nH]c1=O	0	9	-4	-2	-1	0.8	-18	10
Cc1ccc(OCCC(=O)OC(C)C(=O)NC2CC2)cc1 (stereo unspecified)	-1	2	-5	0	3	0.0	-18	-3
O=C(CCCCN1CCCCC1)c1ccccc1	-1	12	-6	-3	5	1.3	4	2
Nc1nnc(SCC(=O)Nc2nccs2)s1	2	4	-5	5	-5	-0.7	14	6
CC(=O)Nc1ccc2c(c1)C(=O)N(c1cccc3ccccc13)C2=O	1	13	-3	11	0	0.6	16	2
S=C(NCc1ccc(Cl)cc1)Nc1ccccc1Cl	-2	7	-12	7	10	27	-15	5
CCN(CC)C(=O)c1[nH]cnc1C(=O)NCCCCCNC(=O)OC(C)(C)C	-1	9	-7	-9	3	-2.7	-24	-10
O=C(O)c1ccc(-n2c(-c3cc(C4CC4)[nH]n3)n[nH]c2=S)cc1	-1	5	-5	48	11	1.4	4	5
COc1ccccc1CNC(=O)C1CCC(CNc2c(N3CCOCC3)c(=O)c2=O)CC1 (stereo unspecified)	-1	7	-5	-3	2	-1.7	-3	4
CC(C)CCNC(=O)c1ccc2c(SCC(=O)O)c3c(nc2c1)CCCC3	-3	8	0	-20	13	0.5	-5	7
Cc1ccc(-c2nc(Nc3cccc(O)c3)c3ccccc3n2)cc1	42*	-183	1	22	4	2.0	-12	8
COc1ccc(-c2nnnn2C(C)C)cc1	1	15	3	2	-10	1.0	-29	1
COc1ccc(N2CCN(C(=O)Cn3nnc(-c4ccccc4N)n3)CC2)cc1	-3	1	-13	-14	0	0.7	1	-3
COc1cc2c(cc1OC)C(NC(=O)C(F)(F)F)C/C2=N\O (stereo unspecified)	1	10	-5	-7	-22	-0.3	2	8
O=C(CC(c1ccccc1)c1ccccc1)Nc1ccncc1	-3	7	-3	5	-4	4.4	-2	2
CC(=O)Nc1ccc(NC(=O)C(C)OC(=O)c2ccccc2Sc2ccccc2C#N)cc1 (stereo unspecified)	-10	8	0	-7	4	-0.3	-10	2
O=C(Nc1nnc(C2CCCO2)s1)c1ccc(Br)cc1 (stereo unspecified)	1	10	-7	1	5	-2.4	1	-5
Cc1ccc(N(Cc2cc3ccccc3[nH]c2=O)C(=O)c2ccco2)c(C)c1	1	-25	-7	-15	-15	-6.0	-10	7

Two compounds drawn at random from the list so far:
SMILES	GRIN3A LBD mod	SENP8 inh	HKDC1 inhibitor	PfGluPho inh	ATG4B inhibitor	MPTP inh	SENP6 block	SENP7 block
O=C(O)c1ccc(-n2c(-c3cc(C4CC4)[nH]n3)n[nH]c2=S)cc1	-1	5	-5	48	11	1.4	4	5
O=C(Nc1nnc(C2CCCO2)s1)c1ccc(Br)cc1 (stereo unspecified)	1	10	-7	1	5	-2.4	1	-5

More structures follow:
SMILES	GRIN3A LBD mod	SENP8 inh	HKDC1 inhibitor	PfGluPho inh	ATG4B inhibitor	MPTP inh	SENP6 block	SENP7 block
CCOC(=O)CNS(=O)(=O)c1ccc(S(=O)(=O)NC2CC2)cc1	0	6	-8	5	-11	-2.6	10	3
O=c1cc(N2CCN(c3ccccc3Cl)CC2)[nH]c(=O)n1Cc1ccc(F)cc1	1	14	-3	-1	-1	2.1	-10	0
CCCn1c(=O)c(C(=O)N/N=C/c2ccccc2F)c(O)c2ccccc21	1	-171	-6	-1	-15	0.2	-17	-4
Cc1ccc(NC(=O)C2CC(=O)Nc3ncnn32)cc1Cl (stereo unspecified)	1	17	-1	-6	-2	-0.1	-7	-6
COc1cc(C2C(C#N)=C(N)Oc3cc(C)n(CCN4CCOCC4)c(=O)c32)cc(OC)c1OC (stereo unspecified)	-1	8	-4	-15	6	-5.2	-5	7
CC(=O)c1c(C)[nH]c(C(=O)CN2C(=O)NC3(CCCCC3C)C2=O)c1C (stereo unspecified)	0	12	-2	1	-3	-1.6	-1	-13
O=C(Nc1ccccc1C(=O)NCCCN1CCOCC1)c1ccc(Cl)cc1	-1	6	-4	-8	1	-0.1	10	-8
CN(CC(=O)Nc1ccccc1C(F)(F)F)CC(=O)N1CCCCCC1	1	16	-2	5	-5	-0.5	-14	-11
O=C(Nc1ccc2c(c1)OCO2)c1ccc(Br)s1	21*	12	0	52	3	-0.9	74*	78*
Cc1ccc(S(=O)(=O)N2CCN(CC(=O)N/N=C\c3ccncc3)CC2)cc1	2	29	-4	-11	1	-1.0	1	4
COc1ccccc1NC(=O)CN1C(=O)NC2(CCCc3ccccc32)C1=O (stereo unspecified)	0	-2	-5	-7	-1	-0.9	3	4
COc1ccc(NC(=O)NNC(=O)COc2ccc3cc(Br)ccc3c2)cc1OC	-1	9	-5	17	-4	-1.5	-2	-10
